Screening results as filed in PubChem.
14-3-3 PPI – modulators of 14-3-3 gamma protein binding, primary screen, biochemical, fluorescence polarization. 14-3-3 protein gamma (Homo sapiens), P61981. FP, 14-3-3gamma / TMR-pS259-Raf peptide binding. inhibition, % at 40 µM. actives 0.19% (n = 160,000); in the data active = inhibition above about 30%;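 also: 0% = protein plus tracer without compound and 100% = blank with tracer alone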
Target sequence (P61981 whole entry, looked up): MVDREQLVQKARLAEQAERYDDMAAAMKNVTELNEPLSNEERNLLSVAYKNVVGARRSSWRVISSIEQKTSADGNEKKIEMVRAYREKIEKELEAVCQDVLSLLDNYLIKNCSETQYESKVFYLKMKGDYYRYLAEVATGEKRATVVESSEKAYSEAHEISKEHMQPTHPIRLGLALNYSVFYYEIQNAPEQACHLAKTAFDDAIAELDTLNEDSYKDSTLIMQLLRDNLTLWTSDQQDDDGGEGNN
Active calls of the source: *; & = joins results of further samples. Only part of the results is shown; rates above refer to the full screens.

Structure	14-3-3 PPI
CCOC(=O)Cc1nnc(NC(=O)c2cccc(C)c2)s1	-2
O=[N+]([O-])c1ccc(-c2ccc(S(=O)(=O)N3CCOCC3)cc2)cc1	2
COc1ccc(-n2ccnc2SCC(=O)Nc2cc(C)cc(C)c2)cc1	-3
COc1ccc2c(c1)c(=O)oc1c(C)c3oc(C)c(C)c3cc12	-16
O=C(NC1CCCC1)C(c1ccc(N2CCOCC2)cc1)N(Cc1ccccc1)C(=O)c1ccco1 (centres undefined)	0
CCCOC(=O)C1=C(C)NC2=C(C(=O)CCC2)C1c1cccnc1 (centres undefined)	-3
CCCCC(=O)N1c2ccccc2NC2=C(C(=O)CCC2)C1c1ccc(OC)c(OC)c1 (centres undefined)	-3
O=c1c2c3c(sc2n2cnnc2n1C1CCCCC1)CCC3	-5
COc1ccc(C(=O)CC2(O)C(=O)N(C)c3ccccc32)cc1[N+](=O)[O-] (centres undefined)	-5
O=C(Nc1cc(-c2nc3ccccc3s2)ccc1Cl)c1ncn[nH]1	-150
Cc1cccc(-n2c(SCC(=O)NCc3ccco3)nc3ccccc3c2=O)c1	-5
COc1ccc(N(CC(=O)Nc2ccc3c(c2)OCO3)S(=O)(=O)c2c(C)nn(C)c2C)cc1	-7
O=c1[nH]c2cc3c(cc2cc1C(c1nnnn1Cc1ccccc1)N1CCCc2ccccc21)OCO3 (centres undefined)	-5
COc1ccc(NC(=O)c2ccccc2NC(=O)c2cccc(S(=O)(=O)N3CCC(C)CC3)c2)cc1	-5
CCOC(=O)N1CCC(NC(=O)c2cnn3cccnc23)CC1	-9
Nc1nc2c(O)cccc2s1	-6
Cc1ccc2[nH]c3c(c2c1)CN(C(=O)CN1CCN(c2cccc(C)c2C)CC1)CC3	-2
O=C(N1CCCCCC1)N1CCN(S(=O)(=O)N2CCOCC2)CC1	-8
CC1CCCc2sc3nc(NCc4ccco4)n4ncnc4c3c21 (centres undefined)	-14
Nc1c(C(=O)N2CCCCC2)sc2nc3c(cc12)CCC3	-4
COc1ccc(-n2nc(C(=O)Nc3ccc(C(F)(F)F)cc3)c3ccccc3c2=O)cc1Cl	9
FC(F)(F)c1cc(-c2cccs2)nc(NCc2cccs2)n1	-6
COc1ccccc1CNC(=O)C1COc2ccccc2O1 (centres undefined)	3
CSc1nc2ccccc2c(=O)n1CC1CCCCC1	-6
COc1cc(-n2c(=O)c3ccccc3n(CC(=O)C(C)(C)C)c2=O)cc(OC)c1OC	-9
Cc1ccc(N(CC(=O)N2CCCC2)S(=O)(=O)c2ccc(F)cc2)cc1	-7
CC(C)C(NC(=O)c1ccccc1)C(=O)NCc1ccccn1 (centres undefined)	13
CCC(=O)N1C(=O)CCN(C(C)=O)c2ccccc21	1
COc1ccc2nc(SCC(=O)Nc3ccc4c(c3)OCO4)[nH]c2c1	-153
COc1cc(OC)cc(C(=O)Nc2ncn[nH]2)c1	7

The closing 2 compounds of the part before come first, to join the parts.
Structure	14-3-3 PPI
COc1ccc2nc(SCC(=O)Nc3ccc4c(c3)OCO4)[nH]c2c1	-153
COc1cc(OC)cc(C(=O)Nc2ncn[nH]2)c1	7
O=C(Cn1c2ccccc2c(=O)c2ccccc21)Nc1cccc2ccccc12	-8
O=S(=O)(O)C1CCNCC1	-1
COc1cc2c(cc1NC(=O)Cc1ccccc1)oc1ccccc12	1
CCC1(C)CC(CCN)(c2ccccc2)CCO1 (centres undefined)	-2
O=C(Nc1ncn[nH]1)c1ccco1	-3
CC(=O)Nc1ccc(C(=O)CS(=O)(=O)c2ccc(C)cc2)cc1	-6
COc1ccc(OC)c(NC(=O)CCN2CC(C)OC(C)C2)c1 (centres undefined)	-6
Cn1c(C2CCCN2C(=O)OC(C)(C)C)n[nH]c1=S (centres undefined)	-5
COc1ccc(C2CC(c3c(-c4ccccc4)c4cc(Br)ccc4[nH]c3=O)=NN2C(C)=O)c(OC)c1 (centres undefined)	-7
Cc1cccc(NC(=O)c2ccc(F)c(S(=O)(=O)N3CCC(C(N)=O)CC3)c2)c1	-7
COc1ccc2nc(NC(=O)CCCOc3cccc(C)c3)sc2c1	1
COC(=O)C1=C(C)NC2=C(C(=O)C(C(=O)OC)C(C)C2)C1c1ccc2c(c1)OCO2 (centres undefined)	-4
Cc1cc(NC(=O)CSc2nc(-c3cccnc3)ccc2C#N)no1	0&-3
CCOC(=O)C1CCN(c2cc(=O)n(-c3ccccc3Cl)c(=O)[nH]2)CC1	3
O=C(NCc1ccc2c(c1)OCO2)c1cnc2n(c1=O)CCS2	-1&0
CCn1c(Cc2ccccc2)nnc1SCC(=O)NC(C)(C)C	-9
Cn1c(=O)c2c(nc(NCc3ccccc3)n2Cc2ccc(Br)cc2)n(C)c1=O	-5
CCOCCCNCc1ccc(Cl)cc1	-1
COc1cc(NC(=O)c2ccc(Br)o2)c(C(=O)O)cc1OC	-13
CC(C(=O)N1CC2(C)CC1CC(C)(C)C2)N1C(=O)c2ccccc2C1=O (centres undefined)	-3
Fc1ccc(C2Nc3ccc(Br)cc3C3C=CCC32)cc1 (centres undefined)	-177
COC(=O)c1ccc2c3c(cccc13)CC2	-12
COCC(=O)NCCSc1c(-c2ccccc2)[nH]c2ccccc12	2
O=C(O)c1ccc(CSc2nnnn2C2CCCCC2)cc1	-6
COc1ccccc1-n1c(-c2cc(C)nn2C)n[nH]c1=S	-7
Cc1cc(C)nc(SCC(=O)NC2=NC(=O)C(C)S2)n1 (centres undefined)	2
Cc1c(C(=O)OC(C)C)sc(NC(=O)c2cc3ccccc3c(=O)o2)c1C(=O)OC(C)C	4
c1cncc(-c2nnc(SCCSc3nnc(-c4cccnc4)o3)o2)c1	0
CCOc1ccc(NC(=O)c2ccc(F)c(S(=O)(=O)N3CCc4ccccc4C3)c2)cc1	-16
O=C(Oc1ccc(Br)cc1)c1ccc(NC(=O)c2cccs2)cc1	-14
COc1ccc(NC(=O)c2sc3ncnc(N4CCCCC4)c3c2C)cc1OC	-10
CCOc1ccc(C(=O)Nc2ccccn2)cc1Br	1
O=C(c1ccc(Br)cc1)N1N=C(C(F)F)CC1(O)C(F)F (centres undefined)	0
Cc1nn(Cc2ccccc2)c(C)c1CCC(=O)O	-5
CCc1cccc(NC(=O)c2cc3cc4ccc(C)cc4nc3o2)c1	-5
CCOC(=O)C(C)n1cnc2c(cnn2-c2ccc(Cl)cc2)c1=O (centres undefined)	4
Cn1c(C(=O)N2CCN(C(=O)c3ccco3)CC2)cc2c(=O)n3ccccc3nc21	0
O=C(CCCCn1c(=O)[nH]c2ccccc2c1=O)NCc1ccco1	1
CCCC(=O)N(c1ccc(OC)cc1)C1C=CS(=O)(=O)C1 (centres undefined)	-2
CCCCNC(=O)C1CC(=O)N(CCC(C)C)C1 (centres undefined)	1
Cc1ccc(-c2nc3ccccc3s2)cc1N	-5
COc1ccc(CNCc2cc(Br)ccc2OC)cc1	-2
Cc1ccc2nc(NC(=O)c3c(O)c4ccccc4n(C)c3=O)sc2c1	-2
COc1ccccc1C1=NOC(Cn2c(=O)c3c(ncn3C)n(C)c2=O)C1 (centres undefined)	0
CCOC(=O)c1sc(N2C(=O)c3ccccc3C2=O)c(C(=O)OCC)c1C	0
CN(C)CCCN1C(=O)CCn2c3c(c4cccc1c42)CCCC3	-49
CC(C)CCOC(=O)c1ccc(N2C(=O)c3ccc(C(=O)O)cc3C2=O)cc1	0
COc1ccc(CCNC(=O)N2c3ccccc3Sc3ccccc32)cc1	-70
CCOc1ccc(NC(=O)CSc2nc(O)cc(=O)[nH]2)cc1	-54
O=C(CCC(=O)N1CCN(Cc2ccccc2)CC1)N1CCOCC1	-120
COc1ccc(C2CC(=O)N3CN(c4ccc(C)c(Cl)c4)CSC3=C2C#N)cc1 (centres undefined)	-2
NS(=O)(=O)c1ccc(NC(=O)CCc2ccccc2)cc1	0
Cc1ccc(C(=O)Nc2ncc([N+](=O)[O-])s2)cc1	-55
CCN(C(=O)c1cc2c(=O)oc3ccccc3c2s1)c1cccc(C(F)(F)F)c1	2
CC[n+]1c(C=C2C=C(C)CC(C)(C)C2)oc2ccccc21	-14
Cc1ccc2nc(-c3ccc(NCc4cccnc4)cc3)sc2c1	-8
COCCN(C(C)=O)c1nnc(-c2ccccn2)s1	-7
Cc1nnc(SCCC(=O)Nc2nc(-c3ccccc3)ns2)s1	-15
CCCc1cc(=O)oc2c(C)c(OCc3ccc(F)cc3)ccc12	10
COc1ccc2c(c1)c(=O)oc1cc(OCC(=O)NC3CC3)ccc12	-2

As entered above:
Value for O=C(NC1CCCC1)C(c1ccc(N2CCOCC2)cc1)N(Cc1ccccc1)C(=O)c1ccco1 (centres undefined) under 14-3-3 PPI: 0
Value for O=C(Nc1cc(-c2nc3ccccc3s2)ccc1Cl)c1ncn[nH]1 under 14-3-3 PPI: -150
Value for CCN(C(=O)c1cc2c(=O)oc3ccccc3c2s1)c1cccc(C(F)(F)F)c1 under 14-3-3 PPI: 2
Value for Cn1c(=O)c2c(nc(NCc3ccccc3)n2Cc2ccc(Br)cc2)n(C)c1=O under 14-3-3 PPI: -5
Value for O=c1[nH]c2cc3c(cc2cc1C(c1nnnn1Cc1ccccc1)N1CCCc2ccccc21)OCO3 (centres undefined) under 14-3-3 PPI: -5
Value for COc1ccc(C2CC(=O)N3CN(c4ccc(C)c(Cl)c4)CSC3=C2C#N)cc1 (centres undefined) under 14-3-3 PPI: -2

(listing goes on)
Structure	14-3-3 PPI
COC(=O)c1ccc(C2Nc3c(cccc3C(F)(F)F)C3C=CCC32)cc1 (centres undefined)	-76
COc1ccc(C(=O)Oc2ccc([N+](=O)[O-])cc2)cc1S(=O)(=O)N1CCOCC1	8
O=C(CSc1nc2ccccc2c(=O)n1CC1CCCO1)c1ccc(Cl)cc1 (centres undefined)	10
COc1ccc(Nc2nc(N)nc(CN3CCOCC3)n2)cc1	-3
COC(=O)C1C(=O)C2=C(CC1C)NC(C)=C(C(=O)OC1CCCCC1)C2c1cc(OC)ccc1OC (centres undefined)	-19
COc1ccc(C2CC(C(F)(F)F)n3ncc(C(=O)Nc4ccc(C)cc4C)c3N2)cc1OC (centres undefined)	-7
O=C1c2cccc([N+](=O)[O-])c2C(=O)N1CCOc1ccccc1	0
Cc1c(C(=O)N(C)C)sc2c1c(=O)n(-c1ccc(Cl)cc1)c(=O)n2Cc1ccccc1C#N	-10
Cc1ccc(OCCN2CCN(C(=O)CCC(=O)Nc3nnc(C(C)C)s3)CC2)cc1	-13
C=CCn1c(=S)[nH]c2sc3c(c2c1=O)CC(C)(C)OC3	0
O=S(=O)(Nc1cccc(F)c1)c1cnc[nH]1	-8
CNc1nc(-c2cccs2)cc(C(F)(F)F)n1	-12
CC(C(=O)N1CCOCC1)N1C(=O)c2ccccc2C1=O (centres undefined)	-5
Cn1cc(C(=O)N2CCN(Cc3ccc4c(c3)OCO4)CC2)c2c3ccccc3n(C)c2c1=O	-3
Nc1ccc2c(c1)OCCOCCOc1ccccc1OCCOCCO2	-4
CCN1C(=O)CSc2ccc(C(=O)NCc3ccco3)cc21	1&-4
CC1=C(C(=O)OC2CCCCCC2)C(c2ccc(C)o2)C2=C(CCCC2=O)N1 (centres undefined)	0
CSc1ccc(Cl)c(C(=O)OCC(=O)NCc2ccco2)c1	-10
CCOc1ccc(C2CC(=O)C3=C(C2)Nc2ccccc2NC3c2cc(Br)c(OC)c(OC)c2)cc1OC (centres undefined)	2
CC1=C(C(=O)OCC(C)C)C(c2cccc([N+](=O)[O-])c2)NC(=S)N1 (centres undefined)	-5
COc1ccc(Cl)cc1S(=O)(=O)N1CCN(CC(=O)Nc2ccc(C(N)=O)cc2)CC1	-3
O=C(CN1CCN(c2ccc(F)cc2)CC1)N1CCOCC1	-14
CCN(CC)c1nc(N)nc(NS(=O)(=O)c2ccc(Cl)cc2)n1	-1
CCOCCCNC(=O)Cn1cc2c(n1)CCCC2	1
CCCCc1ccc(NC(=O)c2ccco2)cc1	-3
Cc1ccc(Cl)c(Nc2ccccc2C(=O)O)c1Cl	-5&1
Cc1nc(NCC2CCCO2)nc2c1C(=O)CC(C)C2 (centres undefined)	-10
Cc1nc(SCc2ccc(F)cc2)c([N+](=O)[O-])[nH]1	3
NC(=O)c1ccsc1NC(=O)CSc1ccccc1F	-2
O=C(NCc1cccnc1)c1nnc(Cc2ccc(F)cc2)o1	7
O=C(Nc1ccc(F)cc1)c1cccc([N+](=O)[O-])c1	7
NS(=O)(=O)c1ccc(CCNC(=O)CCN2C(=O)c3cccnc3C2=O)cc1	-1
CCOC(=O)c1sc(NC(=O)CSc2nnnn2-c2ccccc2)nc1C	4
CC1CCCCN1S(=O)(=O)c1ccc(C(=O)Nc2nnc(-c3cccs3)o2)cc1 (centres undefined)	-7
O=C1CSC(c2ccccc2[N+](=O)[O-])N1c1ccccc1F (centres undefined)	-1
COc1ccc(C2CC(=O)C3=C(C2)Nc2ccccc2NC3c2cc(Cl)c(O)c(OC)c2)cc1 (centres undefined)	2
Nn1cc(-c2ccccc2)nc1SCC(=O)N1CCN(S(=O)(=O)c2ccc(Cl)cc2)CC1	-4

Sorted by number of heavy atoms (highest first): 6 of the compounds above.
Structure	14-3-3 PPI
COc1ccc(C2CC(=O)C3=C(C2)Nc2ccccc2NC3c2cc(Cl)c(O)c(OC)c2)cc1 (centres undefined)	2
Nn1cc(-c2ccccc2)nc1SCC(=O)N1CCN(S(=O)(=O)c2ccc(Cl)cc2)CC1	-4
NS(=O)(=O)c1ccc(CCNC(=O)CCN2C(=O)c3cccnc3C2=O)cc1	-1
CCOC(=O)c1sc(NC(=O)CSc2nnnn2-c2ccccc2)nc1C	4
O=C1CSC(c2ccccc2[N+](=O)[O-])N1c1ccccc1F (centres undefined)	-1
O=C(Nc1ccc(F)cc1)c1cccc([N+](=O)[O-])c1	7
